Eya2 phos inh: Eya2 (human) phosphatase inhibition; Potency, µM (top dose mostly 76.9 µM), for the others: at the highest dose activity, negative = inhibition, usual class: inhibitors; O00167; AID 488837; recombinant Eya2, OMFP fluorescence dephosphorylation (OMFP is methylfluorescein phosphate); hit rate 0.006% among 330,000; note: potency is the fitted concentration of half-maximal effect
Target sequence (O00167 whole entry, looked up): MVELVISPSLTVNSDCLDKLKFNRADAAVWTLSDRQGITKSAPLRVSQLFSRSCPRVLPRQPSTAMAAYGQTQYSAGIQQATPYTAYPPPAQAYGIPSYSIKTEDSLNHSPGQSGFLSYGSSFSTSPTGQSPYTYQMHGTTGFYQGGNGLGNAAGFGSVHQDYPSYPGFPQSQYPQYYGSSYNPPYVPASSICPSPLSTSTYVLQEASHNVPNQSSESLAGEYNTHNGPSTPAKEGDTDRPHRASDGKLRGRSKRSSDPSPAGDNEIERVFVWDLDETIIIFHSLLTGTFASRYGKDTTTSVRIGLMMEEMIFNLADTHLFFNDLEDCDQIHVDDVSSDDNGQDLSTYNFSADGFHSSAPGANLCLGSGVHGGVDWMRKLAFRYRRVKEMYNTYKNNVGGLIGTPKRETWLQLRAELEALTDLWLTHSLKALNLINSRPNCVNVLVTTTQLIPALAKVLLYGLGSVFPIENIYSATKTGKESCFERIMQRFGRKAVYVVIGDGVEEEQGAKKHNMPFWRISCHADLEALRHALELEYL
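Eya2 protein (added as 0.2 uM solution) was preincubated with compound for 10 min at ambient temperature in 50 mM HEPES pH 7.5, 50 mM NaCl, 5 uM MgCl2, 0.05% BSA, 1 mM DTT. OMFP (added at 50 uM) then reacted 10 min; fluorescence read at 485/525 nm.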
KCNH2 3.1 block: KCNH2 3.1 (human) potassium channel inhibition; U2OS KCNH2 3.1, thallium flux FluxOr; stronger effect = lower value; activity change, % (tested at about 1.8 µM); hit rate 0.95% among 340,000; AID 720553;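 active = maximum activity change below -70%; inconclusive = maximum activity change from -70% to -50%; inactive = maximum activity change above -50%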;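 note: thallium influx rate constant from kinetic fluorescence after stimulation buffer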
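Kinetic fluorescence (2 min after stimulation buffer) measures Tl+ influx through KCNH2 3.1 expressed by viral transduction in U2OS cells; the rate constant is normalized against DMSO controls serving as positive and negative references.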
Coupling enz: counter-screen for Giardia aldolase inhibitors: coupling enzyme system | hit rate 0.67% among 290,000 | coupling enzyme system counterscreen, AmpLite Red fluorescence | activity change, negative = inhibition, % at 58.2 µM, hits read low; in the data active = activity change below about -30%
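Activity here indicates interference with the coupling reaction, not aldolase inhibition. Compounds at 57.5 uM final met coupling enzymes for 10 min at RT; substrate and AmpLite Red detection followed, with a 525/598 nm fluorescence read after 20 min.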
KCNH2 WT inh: inhibitors of human wildtype KCNH2 potassium channel; Q12809; U2OS, BacMam KCNH2, thallium flux FluxOr; stronger effect = lower value; activity change, % at 1.84 µM; hit rate 0.37% among 340,000; AID 720551;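 active = maximum activity change below -70%; inconclusive = maximum activity change between -70% and -50%; inactive = maximum activity change above -50%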
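U2OS cells transduced with wild-type KCNH2 virus are loaded with FluxOr dye for 45 min, and thallium flux is measured in kinetic reads before and after stimulation buffer. Rate constants are normalized to DMSO controls.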
Giardia kill: Giardia lamblia killing | Giardia lamblia trophozoite viability | activity change, % at 7.66 µM, hits read low | hit rate 0.15% among 340,000; in the data active = activity change below about -80%; inconclusive = between about -30% and that limit;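 note: parasites exposed to compound for two days anaerobically before the ATP read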
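Compounds were tested on trophozoites seeded at 100 cells/well and held 48 hrs at 37 deg C anaerobically. An ATP-based luminescent kit measured the remaining live cells.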
uPA surface inh: inhibitors of cell surface uPA generation; cell surface uPA generation assay, qHTS; Potency, µM (highest dose often 38.3 µM), inactives show at the highest dose activity change, negative = inhibition, most hits filed as inhibitors; hit rate 0.31% among 330,000; AID 540303; active = well fitted inhibition curve with a large enough effect; inconclusive = small, poorly fitted or top-dose-only effect; inactive = no such curve, though single readings can be large or run the other way; tested in mouse RAW 264.7 cells; note: potency is the fitted concentration of half-maximal effect; nearly all actives have a fitted effect of over 55% in size
Chronic BCR inh: chronic active BCR signaling inhibition; ABC-DLBCL IkBa-CBG/CBR reporter, luminescence ratio, 4 h; Potency, µM (titrated, usually from 46.1 µM), for inactives: at the highest dose ratio change, negative = lower green/red ratio, actives largely listed as inhibitors; hit rate 0.05% among 340,000; AID 493014; active = well fitted inhibition curve with a large enough effect in the signal ratio, with a control signal flat, not every such curve was filed as active; inconclusive = small, poorly fitted or top-dose-only effect, or effect the other way, or a change in a side signal; the % refers to the signal ratio;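 note: potency is the fitted concentration of half-maximal effect; plate controls were basal doxycycline-induced cells for no effect and cells given 10 µM MG132 for full effect; MG132 reads +100%, hits lower the ratio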
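Compounds up to 46 uM were incubated four hours with TMD8 cells whose green CBG68 luciferase is fused to IkappaBalpha; red CBR luminescence normalised the signal, and concentration-effect curves were fitted to fusion, red and ratio data.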
B2AR arrestin: recruits beta-arrestin to the human beta2-adrenergic receptor. beta-arrestin recruitment to beta2AR, cell-based reporter. AID 492947. P07550. Potency, µM (doses to about 46.1 µM), without a hit: at the highest dose activation, usual class: activators. hit rate 0.02% among 330,000;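 note: potency is the fitted concentration of half-maximal effect; 0% = DMSO controls and full agonism = EC100 isoproterenol or metaproterenol; nearly all actives have a fitted effect of over 65% in size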
USP2a inh: blocks human ubiquitin-specific protease USP2a. Potency, µM (top dose mostly 38.3 µM), for inactives: top-dose activity change, negative = inhibition, hits mostly inhibitors. hit rate 0.01% among 330,000. O75604. USP2 core, Ub-CHOP2 coupled fluorogenic reporter, 485/531;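 note: potency is the fitted concentration of half-maximal effect; plate controls were DMSO wells for no effect and full inhibition by NEM control for full effect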
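Cell-free coupled assay: 10nM USP2 core preincubated 30min RT with compound in Tris-HCl pH 8.0/CaCl2/CHAPS buffer, then 25nM Ub-CHOP2 and 25nM reporter substrate; fluorescence (Ex 485/Em 531) read after 60min RT, normalized to NEM inhibition, concentration-response curves fitted.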
GALK inh: inhibitors of human galactokinase; P51570; AID 1868; Potency, µM (highest dose often 57.5 µM), inactives show at the highest dose activity change, negative = inhibition, actives largely listed as inhibitors; Purified GALK, Kinase-Glo residual ATP luminescence; hit rate 0.007% among 270,000; note: potency is the fitted concentration of half-maximal effect
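5 nM enzyme, 35 uM ATP, 100 uM galactose, 20 mM HEPES pH8.0, 5 mM MgCl2; 1 h RT; residual ATP by Kinase-Glo Plus luminescence, qHTS format.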
PKM2 activator: increases activity of human pyruvate kinase M2; purified PKM2, Kinase-Glo ATP luminescence, activation; response scale: 0% is enzyme alone, no compound; Potency, µM (top dose mostly 57.5 µM), inactives show top-dose activation, usual class: activators; hit rate 0.34% among 260,000; AID 1631; note: potency is the fitted concentration of half-maximal effect; nearly all actives have a fitted effect of over 55% in size
Target sequence (P14618 whole entry, looked up): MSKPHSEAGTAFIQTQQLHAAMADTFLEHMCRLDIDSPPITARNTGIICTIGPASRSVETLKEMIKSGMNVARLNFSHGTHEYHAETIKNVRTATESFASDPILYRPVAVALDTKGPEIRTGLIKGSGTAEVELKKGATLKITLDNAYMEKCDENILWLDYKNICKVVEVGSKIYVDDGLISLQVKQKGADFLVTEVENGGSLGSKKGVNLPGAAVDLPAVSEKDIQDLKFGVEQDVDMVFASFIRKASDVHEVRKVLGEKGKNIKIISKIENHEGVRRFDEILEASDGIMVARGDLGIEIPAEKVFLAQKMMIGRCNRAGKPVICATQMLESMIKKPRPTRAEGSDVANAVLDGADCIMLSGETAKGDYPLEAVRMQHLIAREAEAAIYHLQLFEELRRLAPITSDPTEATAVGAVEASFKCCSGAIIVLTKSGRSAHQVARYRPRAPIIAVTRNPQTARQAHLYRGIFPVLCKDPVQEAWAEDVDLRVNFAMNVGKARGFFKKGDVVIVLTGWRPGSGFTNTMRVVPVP
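Purified hPK-M2 (>95% pure) converted ADP (0.1 mM final) to ATP with 0.5 mM PEP in 50 mM imidazole pH7.2, KCl, MgCl2, Tween 20, BSA; 1 h at room temperature. ATP detected by Kinase-Glo luminescence.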
Active calls of the source: *; ? = inconclusive; . = no result given; [ ] = dose if it differs, or a comment. Unless noted, calls come from the whole dose curve; as a rule, active = well fitted curve in the direction sought with a large enough effect; inconclusive = small, poorly fitted or top-dose-only effect, or another doubt; inactive = no such curve, though single readings can be large; an effect the other way counts as inactive or inconclusive. Unless noted, % is set by controls: 0 for no effect and ±100 for the full control effect.

No.	Compound	Eya2 phos inh	KCNH2 3.1 block	Coupling enz	KCNH2 WT inh	Giardia kill	uPA surface inh	Chronic BCR inh	B2AR arrestin	USP2a inh	GALK inh	PKM2 activator
1	Cc1ccc(C(=O)N/N=C/c2cccc(OC(=O)/C=C/c3ccco3)c2)cn1	15%	9	0	-2	32[activator]	-2%	?	-0.1%	11%	0%	13%
2	Cc1cc(OCC(=O)N2CCC[C@@H]2C(=O)O)c2c(C)c(C)c(=O)oc2c1	-3%	-3	1	-6	-8	15%	-5%	0.4%	0%	.	0%
3	CCC(C)NC(=O)c1ccc(CN2CCc3ccccc3C2)cc1 (configuration not stated)	-9%	11	0	10	5	-22%	-1%	0.0%	2%	9%	-2%[11.5 µM]
4	C/C(CC(=O)NCc1ccco1)=N\NC(=O)c1ccc([N+](=O)[O-])cc1Cl	2%	-1	0	2	-16	-2%	?	-0.1%	1%	0%	2%
5	COCCN(CCOC)Cc1c(C)[nH]c2ccccc2c1=O	5%	3	1	-9	0	0%	?	-0.1%	0%	2%	-7%
6	NS(=O)(=O)c1ccc(CNS(=O)(=O)c2ccc(Cl)nc2)cc1	0%	.	-1	17	-17	-1%	-1%	0.0%	1%	-4%	?
7	CCOC(=O)C1=C(C)NC(=O)NC1c1ccc(Cl)cc1Cl (configuration not stated)	-5%	-6	-1	3	3	0%	11%	-0.1%	2%	-2%	-1%
8	COc1ccc(OCC(=O)Nc2ccc(N3CCC(C)CC3)cc2)cc1	-3%	-19	1	-1	0	-4%	0%	-0.1%	-3%	3%	13%
9	NS(=O)(=O)c1cccc(NC(=O)COC(=O)c2ccccc2SCC(=O)N2CCCC2)c1	-8%	-14	.	-13	58[activator]	6%	?	0.1%	2%	.	.
10	Cc1ccc(S(=O)(=O)NNC(=O)c2ccc(F)cc2)cc1	-13%	-27	3	-8	-2	32%[activator]	0%	-0.4%	1%	0%	0%
11	Cc1ccc(NC(=O)COc2ccccc2C#N)cc1S(=O)(=O)N1CCCCCC1	-2%	-14	.	10	-4	?	?	5.9%	-1%	.	.
12	CCOC(=O)c1cccc(N2C(=O)Nc3ccccc3N2O)c1	-1%	-2	1	8	10	-1%	?	0.0%	0%	1%	1%
13	Cc1cc(/C=C2/C(=N)N3C(=NC2=O)SN=C3S(C)(=O)=O)c(C)n1-c1ccccc1	2%	-6	11	0	-28	-11%	10%	0.0%	1%	-7%	-6%
14	CCn1cc(CN2CCN(Cc3ccsc3)C(CCO)C2)cn1 (configuration not stated)	-1%	-9	0	2	11	-1%	?	-0.1%	0%	15%	-2%
15	COc1ccccc1NS(=O)(=O)c1cccc(C(=O)NNC(=O)C(C)NC(=O)c2ccco2)c1 (configuration not stated)	-29%	14	.	2	-7	0%	0%	-0.1%	8%	.	.
16	Cc1csc(NC(=O)CSc2nnc(-c3ccoc3C)o2)n1	-14%	3	-4	4	5	-8%	?	0.3%	0%	1%	-6%
17	Cc1nc(-c2nc(-c3c(C(=O)NNC(=O)Nc4cccc(Cl)c4)noc3C)cs2)cs1	-3%	6	-2	-1	23	0%	-14%	-0.4%	-1%	0%	-1%
18	C=CCn1c(O)c(N=NC(=S)Nc2cccc(C)c2)c2ccccc21	3%	-40	-4	-13	0	-5%	?	14%	-10%	.	0%
19	N#C/C(=C\c1cccnc1)C(=O)Nc1ccc(Cl)cc1	-8%	-11	4	-4	-10	4%	1%	0.5%	0%	-9%	-1%
20	Cc1cc(OCCCCOc2ccc(S(N)(=O)=O)c(C)c2)ccc1S(N)(=O)=O	-24%	-3	3	3	-11	2%	-10%	0.3%	4%	-4%	.
21	CC1Cc2ccccc2N1C(=O)CN(C)CC(=O)Nc1cccc(F)c1 (configuration not stated)	10%	-25	.	0	-11	0%	3%	-0.6%	0%	.	.
22	COc1cc(/C=C/C(=O)OCC(=O)NC(=O)NC(C)(C)C)cc(OC)c1OC	0%	-25	-7	-7	4	.	-24%	0.0%	0%	-3%	8%
23	COc1ccc2c(c1)CCCC21NC(=O)N(CC(=O)c2cc(F)ccc2F)C1=O (configuration not stated)	18%	3	.	-8	-14	5%	?	0.0%	4%	.	.
24	CCCOc1ccc(-c2nc(N3CCN(CC)CC3)c3ccccc3n2)cc1	-10%	-48	2	9	11	?	-18%	-0.4%	-7%	6%	.
25	CCCCCC(=O)NC(=S)Nc1ccc(Br)cc1C	13%	-3	2	0	-19	6%	?	0.3%	2%	2%	2%
26	O=c1ccc2ccc(O[C@@H]3O[C@H](CO)[C@@H](O)[C@H](O)[C@H]3O)c(O)c2o1	3%	15	1	-43	7	-2%	-2%	0.3%	-1%	.	.
27	COc1ccc(-n2c(Cc3cccn3C)nnc2SCC(=O)Nc2cccc(NC(C)=O)c2)cc1	-12%	-10	4	-1	-8	-10%	0%	-0.3%	-1%	-1%	4%
28	C#CCOCCOCCOCCNc1nc(N2CCOCC2)nc(N2CCN(C(=O)[C@H]([C@@H](C)CC)n3cc(CCCN=C(N)N)nn3)CC2)n1	3%	5	0	-5	-17	7%	1%	0.0%	2%	.	-4%
29	CC1CCCCC1Nc1ncnc2sccc12 (configuration not stated)	8%	3	-1	1	-29	-5%	?	0.6%	0%	-1%	-8%
30	CC(=O)c1cccc(NC(=O)CNC(=O)Cc2ccccc2)c1	10%	12	3	-6	-4	1%	3%	-1.5%	-1%	13%	7%
31	COC(=O)c1cccc(NC(=O)C2COc3ccccc3O2)c1 (configuration not stated)	-3%	-2	-2	13	21	-2%	?	-0.2%	0%	0%	2%
32	COc1ccc(S(=O)(=O)N(C)C[C@H]2Oc3ccc(NC(=O)CCC(F)(F)F)cc3C(=O)N([C@H](C)CO)C[C@@H]2C)cc1	3%	3	.	-1	6	5%	0%	-1.0%	1%	.	.
33	COc1ccc(Cl)cc1NC(=O)c1cc(-c2ccccc2)on1	12%	19	1	-5	42[activator]	10%	1%	-0.4%	0%	-8%	-2%
34	NC(=O)C(c1ccc(Sc2ccccc2)nn1)c1ccc(Cl)cc1Cl (configuration not stated)	-18%	2	3	-5	-23	-9%	?	0.1%	1%	-3%	-3%
35	Cc1cccc(-c2nc(CC(=O)Nc3cccc(S(=O)(=O)NC4=NCCC4)c3)cs2)c1	-3%	-11	.	-2	-9	19%	?	0.3%	0%	.	.
36	CCN1C(=O)/C(=C\c2ccco2)C(C(=O)OC)=C1C	3%	-7	2	5	-1	-4%	-3%	0.4%	-1%	-2%	5%
37	O=C(CN1CCCCC1)Nc1ccc(C(F)(F)F)cc1Cl	14%	13	2	6	9	6%	11%	0.3%	0%	4%	-12%
38	Cc1cc(Br)ccc1OCC(=O)N(Cc1nc(-c2ccccc2)no1)C(C)C	-21%	1	4	-5	7	.	-12%	-0.1%	2%	-3%	8%
39	N#C/C(=C\c1cn(CCOc2ccccc2F)c2ccccc12)C(=O)NCc1cccs1	3%	-4	3	3	-8	3%	0%	-1.5%	4%	1%	0%
40	Cc1cc(C)c(C)c(S(=O)(=O)N2CCCN(C)CC2)c1C	-2%	9	4	3	4	2%	7%	-0.5%	0%	6%	-2%
41	O=C1CCC(=O)N1OCCOc1ccc(Cl)c2ccccc12	-2%	8	-1	-20	53[activator]	0%	-8%	-0.1%	0%	-2%	3%
42	Cc1ccc(C(=O)N/C(=C/c2ccco2)C(=O)N2CCOCC2)cc1	-4%	4	1	-13	-1	-1%	-3%	-0.9%	4%	-1%	.
43	CC(Cc1ccccc1)N/C=C1\CC(=O)NC1=O (configuration not stated)	6%	0	2	-5	10	8%	-7%	0.2%	2%	2%	0%
44	CCCN(CCC)CC(=O)NCC1(c2ccccc2)CCOCC1	-5%	-3	6	-2	0	0%	0%	0.5%	0%	0%	-7%
45	Cc1ccc(S(=O)(=O)Cn2nnnc2C(C(C)C)N2CCSCC2)cc1 (configuration not stated)	-1%	-3	-1	-5	-13	-1%	1%	0.6%	-4%	3%	-2%
46	CC(C)(O)c1[nH]c2ccc(C(F)(F)F)cc2c1C(C)(C)O	1%	-2	0	-8	-21	-1%	?	-0.7%	2%	.	4%
47	COc1ccccc1C(=O)NC(CCSC)C(=O)NNC(=O)c1csc(N2CCOCC2)n1 (configuration not stated)	1%	-13	.	-10	-8	-3%	-4%	0.0%	2%	-2%	-1%
48	CCCSC(=S)NC1CCS(=O)(=O)C1 (configuration not stated)	4%	-6	1	71	11	?	?	0.1%	0%	3%	0%
49	CCc1ccc(N2CC(C(=O)Nc3ccc4c(c3)OCCO4)CC2=O)cc1 (configuration not stated)	12%	-3	2	-1	5	0%	-17%	2.5%	0%	-1%	0%

Compound activity from PubChem.
